# 14-3-3 Bad PPI – disrupts binding of bovine 14-3-3 zeta to phospho-Bad peptide; actives 0.71% (n = 220,000); AID 781; TR-FRET 14-3-3zeta/Dy647-pBad peptide displacement, 1 h; P63103; inhibition, % at 21.7 µM;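 active = inhibition above about 70%, limit read from the data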;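 also: 0% = full 14-3-3 plus peptide FRET controls and 100% = background without 14-3-3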
# FXIa inh – blocks human coagulation factor XIa protease activity. purified FXIa, Boc-Glu-Ala-Arg-AMC fluorogenic substrate. actives 0.14% (n = 220,000). AID 798. P03951. inhibition, % at 5 µM;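 active = inhibition of at least 40%; inactive = inhibition below 40%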;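 also: fluorescence of freed AMC excited at 355 nm; 0% = enzyme without compound and 100% = no enzyme blank; many of its hits are not listed in these tables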
# FXIIa inh – blocks human coagulation factor XIIa protease activity; purified FXIIa, Boc-QGR-AMC fluorogenic substrate, 2 h; P00748; actives 0.3% (n = 220,000); inhibition, % at 5 µM; in the data active = inhibition above about 40%;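 also: 0% = enzyme with no compound and 100% = blank without enzyme; many of its hits are not listed in these tables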
# Runt-SMMHC FRET – Runt domain-CBFb-SMMHC interaction inhibition; Q01196+Q13951; Cerulean-Runt/Venus-CBFb-SMMHC FRET ratio 530/480, 1 h; inhibition, % at 20 µM; actives 0.74% (n = 220,000); AID 1434;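 active = mean inhibition across duplicate retests at 20 µM reaching about 50%, limit read from the data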;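 also: 0% = DMSO wells and 100% = wells with excess untagged CBFb-SMMHC; inhibitors lower the FRET ratio by blocking Runt binding to CBFb-SMMHC; some results filed as inactive read as strong as hits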
# Target sequence (Q01196 whole entry, looked up, the tested form may be a part): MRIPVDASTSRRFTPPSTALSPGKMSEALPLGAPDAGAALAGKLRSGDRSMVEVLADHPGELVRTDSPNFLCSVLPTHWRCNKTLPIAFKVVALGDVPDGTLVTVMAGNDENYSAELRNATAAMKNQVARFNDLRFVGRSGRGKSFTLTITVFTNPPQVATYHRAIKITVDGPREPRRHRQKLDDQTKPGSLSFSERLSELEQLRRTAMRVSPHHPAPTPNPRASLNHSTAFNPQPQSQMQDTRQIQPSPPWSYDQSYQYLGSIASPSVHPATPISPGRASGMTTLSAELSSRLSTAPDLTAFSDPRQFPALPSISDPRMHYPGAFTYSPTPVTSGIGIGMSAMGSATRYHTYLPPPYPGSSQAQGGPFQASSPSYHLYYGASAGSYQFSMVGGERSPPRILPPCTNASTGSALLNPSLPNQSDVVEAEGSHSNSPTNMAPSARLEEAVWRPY
# Target sequence (Q13951 whole entry, looked up, the tested form may be a part): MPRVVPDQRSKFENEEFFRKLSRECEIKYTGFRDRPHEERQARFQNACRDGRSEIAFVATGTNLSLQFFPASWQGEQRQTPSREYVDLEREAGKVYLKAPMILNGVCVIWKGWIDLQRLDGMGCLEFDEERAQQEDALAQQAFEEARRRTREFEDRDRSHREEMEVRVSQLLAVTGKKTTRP
# Hck Nef HTS – human Hck-Nef kinase inhibition. actives 0.68% (n = 220,000). Recombinant Hck-YEEI plus Nef, Z-Lyte FRET kinase assay. inhibition, % at 20 µM;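 active = Hck-Nef kinase inhibition above about 50%, limit read from the data; inactive = inhibition below that limit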;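 also: 0% = DMSO with Hck plus Nef and 100% = Hck alone without Nef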
# thrombin 1536 – inhibitors of human thrombin | actives 0.26% (n = 220,000) | P00734 | inhibition, % at 5 µM | AID 1046 | alpha-thrombin, Boc-VPR-AMC fluorogenic substrate cleavage;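 active = inhibition at or above 40%; inactive = inhibition below 40%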;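 also: 0% = enzyme with no compound and 100% = wells without enzyme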
#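 Test system: human alpha-thrombin protein / Dosing: one concentration per compound, 5 µM, with 0.2% DMSO / Medium: pH 7.5 Tris-saline with Tween 20 / Benchmarks: no-compound enzyme wells and no-enzyme blanks / Read-out basis: percent inhibition of thrombin substrate cleavage / Timing: reaction at room temperature / Measured by: fluorescence, ex 355 nm, em 460 nm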
# KLK5 inh – inhibitors of human kallikrein 5; Q9Y337; recombinant hK5, fluorogenic AMC substrate cleavage; inhibition, % at 5 µM; actives 0.59% (n = 210,000);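 active = inhibition of 40% or more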;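 also: 0% = enzyme controls without compound and 100% = no-enzyme blanks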
# Target sequence (Q9Y337 67-293 limits assumed): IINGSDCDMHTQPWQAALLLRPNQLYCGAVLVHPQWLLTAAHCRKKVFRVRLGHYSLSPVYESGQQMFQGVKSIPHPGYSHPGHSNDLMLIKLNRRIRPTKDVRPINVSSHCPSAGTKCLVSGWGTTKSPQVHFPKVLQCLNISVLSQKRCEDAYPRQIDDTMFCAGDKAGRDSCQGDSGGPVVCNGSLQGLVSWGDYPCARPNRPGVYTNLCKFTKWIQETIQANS
# Wee1 degr inh – blocks degradation of human Wee1 kinase. AID 1321. HeLa Luc-Wee1K328M stability, luciferase luminescence; 100% = proteasome inhibitor MG132 effect. P30291. reporter increase, % at 5 µM. actives 1.2% (n = 220,000);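 active = activation above the mean of all tested compounds plus 3 SD, set per screening run, cut at about 8.8% in these data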;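 also: cells exposed to compound for 20 h before luminescence read; 0% = DMSO alone and 100% = MG132 at 30 µM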
# Runt-CBFb FRET – inhibitors of human RUNX1 Runt domain binding to CBFb; Q01196+Q13951; Cerulean-Runt/Venus-CBFb FRET ratio 530/480, 1 h; inhibition, % at 20 µM; actives 0.46% (n = 220,000); AID 1496;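 active = inhibition over about 50% at 20 µM in the single-dose screen, limit read from the data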;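 also: 0% = DMSO wells and 100% = excess unlabeled CBFb competitor control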
#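 test system = Cerulean-tagged RUNX1 Runt domain (FRET donor) fusion protein | reagent = Venus-CBFb binding partner, 100 nM | incubation = protein complex preformed 1 h, compound exposure 1 h, room temperature, dark | detection = FRET fluorescence | read-out basis = loss of energy transfer signal | controls = 5 µM unlabeled CBFb as full-inhibition high control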
# An asterisk follows results filed as active; · = not tested or not shown; [ ] = remark or other dose. No enrichment for hits; any-hit rate near 4.2%.
1. Clc1cc(Br)ccc1OCCn1ccnc1
2. CC(=O)Nc1ccc(CN2CCN(C3CCCC3)C(CCO)C2)cc1 (centres undefined)
3. Cc1ccnc(NS(=O)(=O)c2ccc(NC(=O)C(C)(C)C)cc2)n1
4. Oc1[nH]c2ccccc2c1/C=N/c1nccs1
5. CCCCOc1ccc(-c2c(C(=O)Nc3ccccc3)c(C)[nH]c(=S)c2C#N)cc1
6. CCOc1ccc(NC(=O)CSc2ccc(-c3ccccn3)nn2)cc1
7. CSc1cccc(NC(=O)CN(C)S(=O)(=O)c2ccc(C)cc2)c1
8. Cn1c(SCc2ccccn2)nnc1-c1ccncc1

assay / compound | 1 | 2 | 3 | 4 | 5 | 6 | 7 | 8
14-3-3 Bad PPI | 78* | -1 | -4 | 3 | -29 | 1 | -2 | -10
FXIa inh | 3 | 4 | 1 | 2 | -3 | 4 | 11 | 4
FXIIa inh | 17 | 14 | 8 | 9 | · | 11 | 23 | 12
Runt-SMMHC FRET | -1 | -4 | 1 | -10 | 2 | 2 | 0 | 1
Hck Nef HTS | 0 | 7 | 7 | 19 | 8 | 2 | 8 | 0
thrombin 1536 | 1 | 4 | 1 | 1 | -6 | -12 | 14 | 3
KLK5 inh | -7 | · | 3 | -2 | -1 | -10 | 17 | -11
Wee1 degr inh | -2 | -3 | 0 | -3 | 3 | 1 | -2 | 1
Runt-CBFb FRET | 0 | 1 | -1 | -5 | 2 | 2 | -3 | -1

9. CC1SCC(NC(=O)c2ccccc2Cl)CS1 (centres undefined)
10. COCCNC(=O)CN(C(=O)Cn1nnc2ccccc21)c1cccc(C)c1C
11. Cc1onc(-c2ccccc2Cl)c1C(=O)OCC(=O)N1CCCc2ccccc21
12. CC1=NN(c2ccc(C)c(C)c2)C(=O)/C1=C/c1ccc2c(c1)n(C)c(=O)n2C
13. COc1ccc(C(=O)NCc2nnc(SCC(=O)Nc3cccc(C(F)(F)F)c3)o2)cc1OC
14. O=c1oc(-c2ccccc2NS(=O)(=O)c2ccc3ccccc3c2)nc2ccccc12
15. O=S1(=O)CCC(NC(=S)NCCNC(=S)NC2CCS(=O)(=O)C2)C1 (centres undefined)
16. CCOc1cc(/C=C2\NC(=S)N(c3c(C)n(C)n(-c4ccccc4)c3=O)C2=O)ccc1O

assay / compound | 9 | 10 | 11 | 12 | 13 | 14 | 15 | 16
14-3-3 Bad PPI | 3 | -11 | 0 | -11[fluorescence artefact?] | -9[fluorescence artefact?] | 45[fluorescence artefact?] | -20 | -8[fluorescence artefact?]
FXIa inh | 10 | 0 | -12 | 3 | 8 | 14 | 1 | 11
FXIIa inh | 2 | 11 | 9 | 13 | 10 | 11 | 9 | 8
Runt-SMMHC FRET | 0 | 3 | 3 | 4 | -1 | -11 | 0 | 16
Hck Nef HTS | 10 | 20 | -5 | 1 | -2 | -2 | 0 | -1
thrombin 1536 | 0 | -27 | 3 | 0 | -7 | 28 | -2 | 0
KLK5 inh | 1 | 3 | -6 | -12 | -21 | 59* | -8 | -3
Wee1 degr inh | -1 | -3 | -3 | -2 | 6 | -1 | 1 | 8
Runt-CBFb FRET | 0 | 0 | -4 | 7 | 0 | -4 | 0 | 4

# Reformatted with values under each structure: 11 of the compounds above
# The line under a structure holds: 14-3-3 Bad PPI	FXIa inh	FXIIa inh	Runt-SMMHC FRET	Hck Nef HTS	thrombin 1536	KLK5 inh	Wee1 degr inh	Runt-CBFb FRET
6	CCOc1ccc(NC(=O)CSc2ccc(-c3ccccn3)nn2)cc1
    1	4	11	2	2	-12	-10	1	2
7	CSc1cccc(NC(=O)CN(C)S(=O)(=O)c2ccc(C)cc2)c1
    -2	11	23	0	8	14	17	-2	-3
8	Cn1c(SCc2ccccn2)nnc1-c1ccncc1
    -10	4	12	1	0	3	-11	1	-1
9	CC1SCC(NC(=O)c2ccccc2Cl)CS1 (centres undefined)
    3	10	2	0	10	0	1	-1	0
10	COCCNC(=O)CN(C(=O)Cn1nnc2ccccc21)c1cccc(C)c1C
    -11	0	11	3	20	-27	3	-3	0
11	Cc1onc(-c2ccccc2Cl)c1C(=O)OCC(=O)N1CCCc2ccccc21
    0	-12	9	3	-5	3	-6	-3	-4
12	CC1=NN(c2ccc(C)c(C)c2)C(=O)/C1=C/c1ccc2c(c1)n(C)c(=O)n2C
    -11[fluorescence artefact?]	3	13	4	1	0	-12	-2	7
13	COc1ccc(C(=O)NCc2nnc(SCC(=O)Nc3cccc(C(F)(F)F)c3)o2)cc1OC
    -9[fluorescence artefact?]	8	10	-1	-2	-7	-21	6	0
14	O=c1oc(-c2ccccc2NS(=O)(=O)c2ccc3ccccc3c2)nc2ccccc12
    45[fluorescence artefact?]	14	11	-11	-2	28	59*	-1	-4
15	O=S1(=O)CCC(NC(=S)NCCNC(=S)NC2CCS(=O)(=O)C2)C1 (centres undefined)
    -20	1	9	0	0	-2	-8	1	0
16	CCOc1cc(/C=C2\NC(=S)N(c3c(C)n(C)n(-c4ccccc4)c3=O)C2=O)ccc1O
    -8[fluorescence artefact?]	11	8	16	-1	0	-3	8	4

# Next section
17. CC(C)N(O)C(=O)NC(C)(C)C
18. CC1CCN(CCNC(=O)C2CCCN(S(=O)(=O)c3cccc4nonc34)C2)CC1 (centres undefined)
19. CC(=O)NC1=C(NC2CCS(=O)(=O)C2)C(=O)c2ccccc2C1=O (centres undefined)
20. Nc1ccc(NC2C[C@@H](C(=O)O)NC2=O)cc1 (some centres undefined)
21. CCOC(=O)/C(C#N)=C/c1cn(CCC(=O)O)nc1-c1ccccc1
22. CN1CCN(C(c2ccc(F)cc2)c2nnnn2Cc2cccs2)CC1 (centres undefined)
23. COc1ccc(S(=O)(=O)N2CCC(NC(=O)C(Cc3cccc(OC)c3OC)NC(C)=O)CC2)cc1 (centres undefined)
24. Cc1cc(C)nc(SCc2ccc(C(=O)N/N=C/C3CCCCC3)cc2)n1

assay / compound | 17 | 18 | 19 | 20 | 21 | 22 | 23 | 24
14-3-3 Bad PPI | -9 | -14 | -5 | -8 | 8 | 16 | -3 | -11[fluorescence artefact?]
FXIa inh | -8 | -9 | 18 | -5 | 4 | -2 | 1 | 0
FXIIa inh | -6 | 1 | 34 | · | 4 | 2 | 8 | 2
Runt-SMMHC FRET | -2 | -1 | 9 | -1 | -1 | 1 | · | -3
Hck Nef HTS | 0 | 1 | -1 | -5 | -3 | -2 | 24 | 1
thrombin 1536 | -12 | -6 | -6 | -4 | -6 | -3 | -3 | -5
KLK5 inh | -3 | -28 | -3 | -2 | 0 | -20 | 5 | -19
Wee1 degr inh | 1 | -1 | 0 | 1 | -4 | 5 | -1 | 1
Runt-CBFb FRET | 1 | 0 | 0 | 1 | 1 | 2 | · | -4

25. c1ccc(C(c2ccccc2)N2CCN(C(c3ccccn3)c3nnnn3C3CCCC3)CC2)cc1 (centres undefined)
26. COC(=O)Cc1ccc(NC(=O)c2ccc(NC(=O)c3ccco3)cc2)cc1
27. CCn1c(-c2ccccc2Cl)nn(CC(=O)Nc2ccccc2C)c1=S
28. COc1ccc(NC(=O)c2ccco2)c(OC)c1
29. CCOC(=O)c1ccc(-n2c(CN(CC)CC)nc3ccc([N+](=O)[O-])cc3c2=O)cc1
30. N#Cc1cn(-c2ccccc2)nc1C(=O)c1ccccc1
31. COc1ccccc1CCc1nnc(CCC(=O)NC(C)Cc2ccsc2)o1 (centres undefined)
32. CSc1nnc(-c2ccccc2N=Cc2c(C)[nH]n(-c3ccccc3)c2=O)c(=O)[nH]1

assay / compound | 25 | 26 | 27 | 28 | 29 | 30 | 31 | 32
14-3-3 Bad PPI | 5 | -8 | 7 | · | 13 | -8 | 3 | -2[fluorescence artefact?]
FXIa inh | 1 | -10 | -10 | 9 | -3 | -6 | -3 | 3
FXIIa inh | 4 | 3 | 0 | 16 | 7 | -15 | 3 | 0
Runt-SMMHC FRET | 5 | 0 | 2 | 2 | -3 | 1 | -5 | -7
Hck Nef HTS | 17 | 3 | 1 | 2 | 27 | 0 | -2 | 0
thrombin 1536 | -7 | 1 | -2 | 4 | 6 | -7 | -3 | 4
KLK5 inh | -9 | -20 | -6 | 3 | -7 | -15 | · | -14
Wee1 degr inh | 2 | 3 | -3 | 1 | 3 | 1 | -1 | -1
Runt-CBFb FRET | -1 | 0 | -12 | 1 | -1 | -2 | 0 | 1

33. CCOc1cccc(-c2nnc3sc(COc4ccc(Cl)cc4)nn23)c1
34. Cc1ccc2nc(NC(=O)c3ccc(Cn4cc(Cl)cn4)o3)sc2c1
35. COc1ccc(NC(=O)CC2Oc3ccccc3NC2=O)cc1 (centres undefined)
36. Cc1nc2ccc(S(=O)(=O)NC(C(=O)N3CCCC3)C(C)C)cc2s1 (centres undefined)
37. O=C(N/N=C/c1ccc[nH]1)c1ccccc1[N+](=O)[O-]
38. O=C(CCCOc1ccccc1)N1CCN(S(=O)(=O)c2cccs2)CC1
39. CCc1c(C)nc(SCC(=O)Nc2nc(-c3ccc(OC)cc3)cs2)[nH]c1=O
40. Cc1cccc(/C=N\Nc2nnc(-c3ccccc3)c(=O)[nH]2)c1

assay / compound | 33 | 34 | 35 | 36 | 37 | 38 | 39 | 40
14-3-3 Bad PPI | -3 | -17 | 11[fluorescence artefact?] | 6[fluorescence artefact?] | 3 | 6 | 5 | -10
FXIa inh | 0 | 7 | 7 | 2 | 4 | 2 | -5 | -9
FXIIa inh | 9 | 3 | 18 | 9 | 5 | 7 | 4 | -6
Runt-SMMHC FRET | -2 | 2 | 0 | 8 | 1 | 0 | -4 | 0
Hck Nef HTS | -1 | 16 | 4 | 20 | 3 | 0 | 12 | 13
thrombin 1536 | 1 | 0 | -3 | -2 | -1 | 4 | 3 | -12
KLK5 inh | -3 | 5 | 0 | 2 | -1 | -13 | -1 | -18
Wee1 degr inh | 2 | -1 | -2 | -3 | -3 | -1 | -1 | 0
Runt-CBFb FRET | -4 | -1 | 2 | · | 5 | -2 | -3 | 1

41. COc1cc(C(=O)NCc2ccc(C(=O)NCC(OC)OC)cc2)cc(OC)c1OC
42. COc1ccccc1NC(=S)NNC(=O)c1ccccc1Br
43. Cc1ccc(NC(=O)C(c2ccccc2)C2CCCC2)cc1 (centres undefined)
44. O=C(COC(=O)c1ccc2c(c1)OCCO2)Nc1cc(Cl)ccc1Cl

assay / compound | 41 | 42 | 43 | 44
14-3-3 Bad PPI | 72* | -15 | 10[fluorescence artefact?] | 0
FXIa inh | 1 | 3 | 9 | -6
FXIIa inh | 9 | 10 | 7 | 10
Runt-SMMHC FRET | -2 | -1 | -1 | 0
Hck Nef HTS | 12 | 2 | 2 | 0
thrombin 1536 | -11 | -9 | -5 | 0
KLK5 inh | 3 | -86 | -6 | -15
Wee1 degr inh | -2 | 1 | 0 | 0
Runt-CBFb FRET | -2 | 3 | 1 | 0
